From PubChem BioAssay
TAG inh = inhibitors of triacylglycerol accumulation, primary screen, cell-based, uHTS, fluorescence, H9c2 | H9c2 cells, Nile Red lipid (TAG) fluorescence; cells loaded with 200 µM oleic acid | inhibition, % at 12.5 µM | 230,000 compounds, 0.66% hits;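 active means pattern-corrected inhibition of lipid staining of at least 50% with the nuclear-stain viability signal not falling by more than 50%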;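 further: 0% = DMSO wells and 100% = triacsin C control wells; some results filed as inactive read as strong as hits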
TAG inh DAPI viability = second read-out of TAG inh, no call of its own (marks repeat the call); DAPI nuclei signal change (viability), lower = more cytotoxic, %;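 whole-well DAPI fluorescence read on a plate reader as a viability signal; minus 50 percent equals half of cells still viable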
Numbers without * were called inactive. Not all compounds are listed; count on the stated rates, not on these rows.

Start of the listing, in advance:
SMILES	TAG inh	TAG inh DAPI viability
Cc1cccc(N2CCN(C(=O)CS(=O)(=O)Cc3nc(-c4ccccc4F)oc3C)CC2C)c1 (configuration not stated)	10.9	-6.2
CCN1C(=O)C(=O)N(CC(=O)Nc2cccc(C(F)(F)F)c2)C1=O	-10.2	1.8
Cc1ccc(OCCC(=O)OC(C)C(=O)NC2CC2)cc1 (configuration not stated)	1.9	3.3
O=S(=O)(Nc1cccc2c1ccc1cccn12)c1cccs1	6.1	-10.5

This part in full, from the start:
SMILES	TAG inh	TAG inh DAPI viability
Cc1cccc(N2CCN(C(=O)CS(=O)(=O)Cc3nc(-c4ccccc4F)oc3C)CC2C)c1 (configuration not stated)	10.9	-6.2
CCN1C(=O)C(=O)N(CC(=O)Nc2cccc(C(F)(F)F)c2)C1=O	-10.2	1.8
Cc1ccc(OCCC(=O)OC(C)C(=O)NC2CC2)cc1 (configuration not stated)	1.9	3.3
O=S(=O)(Nc1cccc2c1ccc1cccn12)c1cccs1	6.1	-10.5
Cc1ccc(N(Cc2ccc([N+](=O)[O-])cc2)C(=O)c2ccco2)cc1	-20.6	4.8
Cn1c(=O)n(C)c2cc(/C=N/n3cnnc3)ccc21	-6.3	5.6
O=C(CSc1ncnc2sc3c(c12)CCCC3)c1ccccc1	-236.8	-6.4
O=C(COc1c(Br)cc(Br)cc1Br)N/N=C/c1ccco1	-11.7	1.1
COc1ccc(OC)c(NC(=O)CSc2nc3cccnc3n2C)c1	-1.5	-3.6
CCCCC(=O)Nc1cccc(-c2cn3ccsc3n2)c1	18.1	5.5
CC(=O)Nc1ccc(-c2ccnc3c2CC(C(=O)Nc2cccc(OC(F)(F)F)c2)O3)cc1 (configuration not stated)	16.6	-18.8
NC(=O)COC(=O)c1c2c(nc3ccccc13)CCC2	8.7	0.2
Cc1ccc(-n2nc(C)c(C3(O)C(=O)N(C(C)C)c4ccccc43)c2N)cc1 (configuration not stated)	12.2	-4.0
COC(=O)c1ccc(NC(=O)CN2CCC(NC(=O)c3ccccc3F)CC2)cc1	6.6	12.1
COc1ccc(Nc2nnc(SCC(=O)N3CCCC3)s2)cc1	1.7	-1.2
O=C(NCN1CCCCC1)c1cccnc1	-3.3	10.8
COc1ccccc1NC(=O)CCc1nc(-c2cccs2)no1	10.0	1.7
CN1c2ccccc2Oc2c(c(=O)n(C)c(=O)n2C)C1c1cccc([N+](=O)[O-])c1 (configuration not stated)	-13.0	9.2
Cc1cc(NC(=O)C2CC(c3ccc(Cl)cc3)=NO2)no1 (configuration not stated)	6.9	3.0
COc1ccc2cc(-c3[nH]ncc3CN3CCCN(c4ccccc4)CC3)ccc2c1	4.0	47.4
Cc1ccc(C)c(OCC(=O)N2CCOCC2)c1	-14.1	-0.2
Cc1ccc(-n2ncc3c(=O)n(CC(=O)NC4CCCC4)cnc32)cc1C	-6.1	6.1
O=CN1CCCN(Cc2nc(-c3cccc(Cl)c3)no2)CC1	4.2	-1.3
NS(=O)(=O)c1cccc(NC(=O)CCS(=O)(=O)c2ccc(Cl)cc2)c1	-4.8	-0.7
CN(CC(=O)Nc1ccc(F)cc1)C(=O)c1cc([N+](=O)[O-])ccc1N1CCOCC1	-0.3	-3.0
O=C(NCc1cccnc1)C1CCCN(S(=O)(=O)c2ccc(Cl)cc2)C1 (configuration not stated)	-5.6	3.8
CCCn1c(SCC(=O)N2CCCc3ccccc32)nnc1-c1ccco1	16.0	-3.5
O=C(Nc1ccc2c(c1)C(=O)NC2=O)c1ccccc1	-14.0	3.0
COc1ccc(C)cc1S(=O)(=O)N1CCCC(C(=O)N2CCOCC2)C1 (configuration not stated)	2.5	-5.0
CN(CC(=O)Nc1cccc(F)c1)C(=O)CCCNC(=O)c1ccc(Cl)cc1	-1.4	-9.1
Cc1ccccc1/C=C/C(=O)N1CCOCC1	4.5	-2.2
Cc1ccc(C(=O)NCCn2cc(SCC(=O)Nc3cc(C)on3)c3ccccc32)cc1	3.9	-11.9
O=C(N/N=C/c1ccc(Cl)cc1)C1CC12CCC2 (configuration not stated)	-12.8	-11.9
COc1ccc(S(=O)(=O)Nc2ccccn2)cc1C	3.4	1.7
CCn1cc(C(=O)NCCCOC)c(=O)c2cc(S(=O)(=O)N(C)C)ccc21	9.3	-5.4
O=C(COC(=O)c1cccnc1Cl)Nc1ncc(Cl)cc1Cl	11.2	-8.1
CN(C)CC1CCC/C(=C\c2ccc(OC(=O)c3ccc(Cl)cc3)cc2)C1=O (configuration not stated)	25.2	-29.7
COc1ccc(NC(=O)c2cc(S(=O)(=O)N3CCCCC3)ccc2C)cc1S(=O)(=O)N1CCOCC1	1.8	-6.2
Cc1cc(C)cc(OCC(=O)Nc2cccc(-c3nc4ncccc4o3)c2)c1	11.7	3.1
COCCN(CCOC)C(=O)COC(=O)c1ccc(Cl)c(S(=O)(=O)N(C)c2ccccc2)c1	-15.5	-5.1
CC(=O)N1CCN(c2ccc(NC(=O)C(C)Oc3ccc(Cl)cc3Cl)cc2)CC1 (configuration not stated)	15.1	-0.7
Cc1[nH]c(C)c2c(=O)n(Cc3ccccc3Cl)ncc12	-5.0	7.2
Cc1ccccc1OCC(=O)NN1Cc2ccccc2C1=N	-3.9	5.1
CCc1nc2c(OCc3cccc(OC)c3)cccn2c1N(C)C(=O)C(C)C	-12.1	-9.7
CN(C)CCCNc1nc2cc(-c3cnn(C)c3)sc2c(=O)n1C	2.9	-6.1
S=C(NC1CCCC1)N1CCN(c2ccc(Cl)cc2)CC1	-11.5	0.9
Cc1ccc(C(O)c2ncc(-c3ccccc3Cl)[nH]2)cc1F (configuration not stated)	-15.1	2.6
CCN(CC)C(=O)CSc1nc(O)c(Cc2ccccc2)c(=O)n1-c1ccccc1	-7.8	1.3
CC[C@]12c3[nH]c4ccc(OC)cc4c3CCN1C(=O)C(CC(=O)NCCCn1ccnc1)C[C@@H]2C(=O)N1CCN(C(=O)c2ccco2)CC1 (some centres not stated)	-6.7	-2.7
Cc1nnc(N(C)C(=O)c2ccccn2)s1	-17.0	15.9

Going on with the list.
SMILES	TAG inh	TAG inh DAPI viability
COc1ccc(C(CNC(=O)COc2ccccc2-c2ccccc2)N2CCOCC2)cc1 (configuration not stated)	-51.6	16.3
Cn1c2c(c(=O)n(C)c1=O)C(c1ccccc1Cl)CC(=O)N2 (configuration not stated)	-6.6	2.5
C=CCNc1nc(-c2cccs2)c(CC(=O)O)s1	-15.6	-0.4
Cc1nn(C2CCS(=O)(=O)C2)c(C)c1CN(C)C(=O)c1ccccc1 (configuration not stated)	-1.0	59.0
COc1ccc(/C=C2\SC(=S)N(CCCC(=O)NC3CCCC3)C2=O)cc1OC	-9.4	-2.4
O=C(CCc1nc(-c2ccccn2)no1)NCc1ccc2c(c1)OCO2	-3.3	3.1
CC12CC3(C)CC(C)(C1)CC(C(N)=O)(C2)C3	4.8	8.9
O=C(COC(=O)c1ccco1)NCC1CCCO1 (configuration not stated)	-7.1	1.4
COc1ccccc1-c1sc2cc3c(cc2c1C#Cc1cncn1C)OCO3	-34.0	-4.7
CCCCOC(=O)C(C#N)c1nc2ccccc2nc1N1CCN(Cc2ccc3c(c2)OCO3)CC1 (configuration not stated)	-8.9	5.0
O=C(CSc1nnnn1C1CCCC1)Nc1ccccc1F	2.3	0.4
Cc1ccc(-n2nnnc2SCC(=O)NCC2(N3CCOCC3)CCCCC2)cc1	1.1	-2.5
COc1ccc(OC)c(NC(=S)N(CCc2c(C)[nH]c3ccccc23)Cc2cccs2)c1	7.0	8.2
C[C@@H]1CN([C@H](C)CO)C(=O)CCCn2nncc2CO[C@H]1CN(C)Cc1cccnc1	-14.0	2.5
COc1ccc(C(=O)Nc2ccc3c(c2)nc(CN2CCCC2)n3C)cc1	7.3	1.4
Nc1cc(Nc2ccc(Br)cc2)nc(N)n1	4.6	0.5
CCN(C(=O)COc1ccc(C)cc1OC)c1cccc2ccccc12	-21.2	-0.2
Cc1ccccc1N1CC(=O)N(c2ccccc2C)CC1=O	8.0	-16.1
c1ccc(-c2noc(-c3ccc4ccccc4c3)n2)nc1	-10.6	7.4
COc1ccc(C(=O)/C=C/Nc2ccc(S(=O)(=O)Nc3onc(C)c3C)cc2)cc1	-6.2	4.1
Cc1ccc(S(=O)(=O)N(C)c2ccc(OCC(=O)N3CCCCC3)cc2)cc1	11.3	5.6
COc1ccc(Cl)cc1C(=O)NNC(=O)c1cccs1	-5.4	-0.7
COc1ccc(-c2nn(-c3ccccc3)cc2C(=O)Nc2cccc(S(=O)(=O)NC3=NCCC3)c2)cc1	12.7	14.3
CCCCCCn1c(=O)n2n(c1=O)[C@@H]1CN(S(=O)(=O)c3ccc(C)cc3)C[C@]1(O)[C@@H](OC(=O)NC1CC1)C2	7.2	-7.4
CC(C)(C)C(=O)/C=c1\[nH]c(=O)/c(=C\c2ccc(C#N)cc2)s1	27.2	-3.7

Entries of single compounds from above. Values in the order: TAG inh	TAG inh DAPI viability
COc1ccc(-c2nn(-c3ccccc3)cc2C(=O)Nc2cccc(S(=O)(=O)NC3=NCCC3)c2)cc1 as listed: 12.7	14.3
CC(C)(C)C(=O)/C=c1\[nH]c(=O)/c(=C\c2ccc(C#N)cc2)s1 as listed: 27.2	-3.7
C[C@@H]1CN([C@H](C)CO)C(=O)CCCn2nncc2CO[C@H]1CN(C)Cc1cccnc1 as listed: -14.0	2.5
COc1ccc(C(CNC(=O)COc2ccccc2-c2ccccc2)N2CCOCC2)cc1 (configuration not stated) as listed: -51.6	16.3
Cc1ccc(-n2nnnc2SCC(=O)NCC2(N3CCOCC3)CCCCC2)cc1 as listed: 1.1	-2.5

(more compounds)
Value order: TAG inh | TAG inh DAPI viability
- COc1ccccc1OCCC(=O)NNC(=O)c1ccccc1F
    1.7 | -1.3
- CCc1cc2ccc(OC)cc2nc1SCC(=O)Nc1cc(C)on1
    15.8 | 3.6
- O=C(NCc1ccccn1)c1cccc(S(=O)(=O)N2CCCCC2)c1
    14.0 | -0.7
- COc1cc(OC)cc(-c2cn[nH]c2N)c1
    -11.2 | 0.5
- CCCN1C(=O)c2cc(C(=O)O)ccc2C1O (configuration not stated)
    0.3 | 10.9
- CC(CN1CCCCC1)OC(=O)C1c2ccccc2Oc2ccccc21 (configuration not stated)
    -15.6 | -2.4
- O=S(=O)(c1ccccc1)c1nc(-c2ccco2)oc1NCc1ccco1
    -18.8 | -3.0
- C[n+]1cc[nH]c1SCC(=O)c1ccc(Cl)cc1
    11.5 | -14.4
- O=Cc1cccn1-c1ccc2ccccc2c1
    13.0 | -14.1
- O=C(OCC(=O)N1CCc2ccccc21)C1CCCN1S(=O)(=O)c1ccc(Cl)cc1 (configuration not stated)
    5.8 | -4.8
- COc1cccc(-c2ccc3nnc(SCC(=O)N4CCCC4)n3n2)c1
    -11.3 | 6.9
- CC1=C(c2ccc(F)cc2)[N+](=O)C(C)(C)N1[O-]
    -1.1 | -1.5
- CC(C)n1c(CSCc2ccc(Cl)cc2Cl)n[nH]c1=S
    -15.8 | 11.0
- CC1CCN(C(=O)COc2cccc3c2CCN(C)C3=O)CC1
    3.7 | -11.5
- C/C(=N/NC(=O)c1ccccc1O)c1ccc(N2C(=O)C3CCCCC3C2=O)cc1 (configuration not stated)
    -0.1 | 7.5
- COc1ccc(C(=O)N2CCCC(CCC(=O)NCc3ccc(F)c(F)c3)C2)o1 (configuration not stated)
    -0.3 | 0.6
- Cc1nn(CC(=O)N2CCN(c3ccccc3)CC2)c(=O)c2cccn12
    -1.3 | 4.3
- Cc1cccnc1C(NC(=O)C1CCN(Cc2ccccc2)CC1)c1ccc(F)cc1 (configuration not stated)
    -5.4 | -0.1
- Nc1nnc(COc2ccccc2)s1
    -0.4 | -1.1
- COc1ccc2c(c1)Cc1sc(NC(=O)c3ccco3)nc1-2
    4.9 | 5.5

The last 2 entries of the part above lead into the next.
Value order: TAG inh | TAG inh DAPI viability
- Nc1nnc(COc2ccccc2)s1
    -0.4 | -1.1
- COc1ccc2c(c1)Cc1sc(NC(=O)c3ccco3)nc1-2
    4.9 | 5.5
- O=C1OCCN1c1c(-c2ccccc2)c(-c2cccs2)nc2c(-c3ccccc3)cccc12
    3.7 | -4.0
- CSc1ccc(C2C3(C#N)C(N)=NC4(OCCO4)C23C#N)cc1 (configuration not stated)
    1.4 | -14.7
- Nc1ncnc(Nc2ccc(F)c(Cl)c2)n1
    1.9 | 5.3
- O=C(Nc1ccccc1)c1cc(S(=O)(=O)N2CCCCC2)ccc1N1CCOCC1
    15.8 | -5.0
- CN1CCN(C(=S)Nc2cc(S(=O)(=O)N3CCOCC3)ccc2Cl)CC1
    -29.3 | 12.1
- O=C(Nc1ccncc1)Nc1ccncc1
    9.9 | -16.1
- Cc1ccc(NC(=O)CN(C)C(=O)C2COc3ccccc3O2)cc1 (configuration not stated)
    -7.2 | 1.2
- COc1ccc(OC)c(S(=O)(=O)Nc2cc(C(=O)O)ccc2N2CC3CC(C2)c2cccc(=O)n2C3)c1 (configuration not stated)
    -0.8 | -0.1
- CC(C)N(Cc1cc2ccccc2[nH]c1=O)C(=O)c1ccco1
    -8.5 | -10.8
- O=C(c1cc2ccccn2n1)N1CCN(c2ccccn2)CC1
    -1.9 | 4.8
- CCOC(=O)Cc1ccc(Nc2nc(NC)nc3ccsc23)cc1
    4.5 | 5.9
- COc1ccc(OC)c(S(=O)(=O)Nc2ccccc2C(=O)N2CCCCC2)c1
    6.0 | -5.3
- CCOc1cc(C(=O)N2CCOCC2)ccc1OCc1ccccc1
    -24.1 | 3.6
- COc1ccccc1CN(C)C(=O)c1cccc(S(=O)(=O)N2CCN(Cc3ccccc3)CC2)c1
    -23.2 | 6.0
- O=c1c2cc(Br)ccc2nc(-c2cccc(C(F)(F)F)c2)n1O
    -8.7 | 4.5
- Cc1cc(C)cc(NC(=O)Nc2ccccc2N2CCCCC2)c1
    12.3 | -3.5
- NC(=O)C1(N2CCCCC2)CCN(C(=O)c2cc(COc3c(F)cccc3F)on2)CC1
    -20.8 | -6.6
- COc1ccccc1NC(=O)COc1ccc(Br)cc1CO
    -13.0 | -5.2
